p53ts 39C tox = qHTS Screen for Compounds that Selectively Target Cancer Cells with p53 Mutations: Cytotoxicity of p53ts Cells at the Nonpermissive Temperature; H1299-p53A138V viability at 39C, ATP luminescence, 24 h; Potency, µM (top dose mostly 46.1 µM), without a hit: at the highest dose activity change, negative = cell killing, actives largely listed as cytotoxic; 130,000 tested, 1.5% active; also: nearly all actives have a fitted effect of over 55% in size
IkB sig inh = IkB Signaling. ABC-DLBCL IkBa-CBG/CBR dual luciferase ratio, 4 h; response scale: scaled: untreated 0%, proteasome inhibitor 100%. Potency, µM (top dose mostly 57.1 µM), inactives show top-dose IkBa stabilization activation. 110,000 tested, 0.04% active; active = well fitted curve in the direction sought with a large enough effect in the signal ratio, not every such curve was filed as active; inconclusive = small, poorly fitted or top-dose-only effect, or a change in a side signal; the % refers to the signal ratio;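 also: the direction sought is a rising ratio; 0% = basal untreated cells and 100% = reference inhibitor full response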
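In this assay, an IκBα–CBG68 fusion accumulates when IKK-driven degradation is blocked; native CBR normalizes for cell number. OCI-Ly3 cells were treated 4 h with compound and doxycycline, then green and red light read after Chroma-Glo addition.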
p53ts 32C tox = qHTS Screen for Compounds that Selectively Target Cancer Cells with p53 Mutations: Cytotoxicity of p53ts Cells at the Permissive Temperature | H1299-p53A138V at 32C, ATP luminescence viability, 24 h | Potency, µM (highest dose often 46.1 µM), for inactives: at the highest dose activity change, negative = cytotoxicity, actives largely listed as cytotoxic | 130,000 tested, 0.93% active | AID 924, 2007;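 also: 0% = DMSO and -100% = full killing by reference compound; nearly all actives have a fitted effect of over 55% in size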
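Cells: H1299 p53ts (A138V), 600/well, pre-incubated 16–30 h at 37C. Cpd up to 46 uM, 24 h, 32C. Readout: ATPlite luminescence, 20 min RT. Normalization: DMSO vs tamoxifen 100 uM. AC50 by Hill equation.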
Imprint erasure = qHTS Assay for Compounds that Induce Erasure of Genomic Imprints; mouse ES Peg3-LacZ reporter, beta-gal luminescence, 40 h; Potency, µM (titrated, usually from 60.7 µM), without a hit: at the highest dose activity change, positive = activation, actives largely listed as activators; 110,000 tested, 0.02% active;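 also: 0% = negative control wells on the plate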
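Gelatin-coated wells received 300 freshly trypsinized female ES cells with a Peg3LacZ-Neo reporter on the maternal allele, then incubated 40 hours at 37C. BetaGlo was added for 5 minutes at room temperature before a single luminescence read.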
Starred values were filed as active, the others as inactive; ? = inconclusive; / = no result given; [ ] = remark or other dose. Unless noted, calls follow the shape of the dose curve; as a rule, active = well fitted curve in the direction sought with a large enough effect; inconclusive = small, poorly fitted or top-dose-only effect, or another doubt; inactive = no such curve, though single readings can be large; an effect the other way counts as inactive or inconclusive. Unless noted, % is scaled to controls: 0 for no effect and ±100 for the full control effect; potency is read from the fitted curve at half-maximal effect.

Below each SMILES – IkB sig inh	p53ts 39C tox	Imprint erasure	p53ts 32C tox
1) O=C(CSc1nnnn1Cc1ccccc1)NCCc1ccccc1
  -0.5%	-9%	-6%	13%
2) CC(C)CC1OCCC=CC1C (stereo unspecified)
  /	9%[9.22 µM]	/	-1%[9.22 µM]
3) Cn1c(=O)c2ncn(CC(=O)Nc3cc(C(F)(F)F)ccc3N3CCOCC3)c2n(C)c1=O
  -5.6%	-7%	-11%	-5%
4) CCC(=O)N1CCN(C(=O)c2ccccc2)CC1
  0.1%	17%	-7%	-5%
5) CCOC(=O)CN1C(=O)C(C)(C)Oc2ccc(C(=O)Nc3ccccc3OC)cc21
  2.6%	-1%	-13%	-2%
6) CCc1ccccc1NC(=O)Cn1nnc(C(=O)Nc2ccc(C)c(F)c2)c1N
  -2.1%	19%	2%[10.9 µM]	-6%
7) Nc1ncc(S(=O)(=O)NCc2cccc(Cl)c2)cn1
  0.0%	28%	20%[10.9 µM]	6%
8) COc1ccccc1Nc1nn2c(=O)c3ccc(C(=O)N4CCCCC4)cc3nc2s1
  -0.8%	-5%	13%[10.9 µM]	-4%
9) Cc1occc1C(=O)Nc1cccc2ccccc12
  ?	-25%	-83%[inhibitor]	-26%
10) Cc1cc2ncn(N)c2cc1C
  -2.1%	-5%	-9%	-2%
11) CCOC(=O)CSc1nc2ccc(NC(C)=O)cc2s1
  ?	3%	-11%	-2%
12) CS(=O)(=O)N1CCN(c2nc(-c3ccccc3)cs2)CC1
  -2.3%	-10%	-10%	-14%
13) Cn1c(=O)c2c(SCC(=O)NCc3ccco3)nc(-c3ccccc3F)nc2n(C)c1=O
  0.7%	-14%	4%[10.9 µM]	-3%
14) CS(=O)(=O)N(CC(=O)N1CCC(C(N)=O)CC1)C1CCCCC1
  2.2%	-3%	14%	0%
15) Cn1c(C(=O)Nc2ccc3c(c2)OCO3)cc2sccc21
  2.9%	16µM*	-52%[inhibitor]	?
16) CCOC(=O)c1c(NC(=O)c2cc(CC)on2)sc(C)c1C
  3.6%	4%	22%[10.9 µM]	3%
17) Cc1cccc(N2CCN(c3nc4ccccc4c4nc(-c5cccnc5)nn34)CC2)c1C
  -2.9%	5%	-6%[10.9 µM]	7%
18) Cc1ccc(CNC(=O)CSCc2nc(-c3cccc(C)c3)oc2C)cc1
  ?	-9%	-6%[10.9 µM]	-7%
19) COc1ccc(OC)c(C2NC(=O)NC(C)=C2C(=O)Nc2cc(C)cc(C)c2)c1 (stereo unspecified)
  0.5%	11%	-8%[10.9 µM]	5%
20) CCC(=O)Nc1ccc(C(=O)N/N=C/c2ccc([N+](=O)[O-])cc2)cc1
  /	-4%	/	-9%
21) CCOC(=O)c1cc(C)n(CC2CCC(C(=O)Nc3cccc(C(C)=O)c3)CC2)c1C (stereo unspecified)
  ?	5%	2%[10.9 µM]	11%
22) CN(C)C(=O)COc1ccc2ccc(=O)oc2c1
  -2.6%	?	-1%	0%
23) O=C(Nc1ccc(OC(F)(F)F)cc1)C(Cc1ccccc1)NS(=O)(=O)c1cccc2nsnc12 (stereo unspecified)
  ?	-20%	11%[10.9 µM]	-5%
24) CCN(CC)CCNC(=O)c1sc2nc(C)cc(C)c2c1-n1cccc1
  4.8%	?	-10%[10.9 µM]	9%
25) COC(=O)c1c(SC)nc2ccccc2c1OCc1ccccc1C
  ?	-11%	-9%[10.9 µM]	1%
26) O=C(CC1N=C2c3ccccc3N=C(SCc3ccccc3Cl)N2C1=O)NCc1ccco1 (stereo unspecified)
  0.7%	-7%	-8%	4%
27) CCC(C)NC(=O)Cn1c(=O)n(CCCCCC(=O)NCc2ccccc2Cl)c(=O)c2sccc21 (stereo unspecified)
  3.1%	7%	-10%[10.9 µM]	-1%
28) NC(=O)CCn1c(=O)oc2ccccc21
  0.1%	3%	3%	-7%
29) CCn1cnc2cc(NCc3ccncc3)ccc21
  -1.1%	4%	-12%	-4%
30) NC(=O)CSc1nnc(Cn2c(=O)sc3ccccc32)n1CCc1ccccc1
  -1.9%	-3%	-5%	-6%

In another format: entries from further up.
| # | mol | IkB sig inh | p53ts 39C tox | Imprint erasure | p53ts 32C tox |
| --- | --- | --- | --- | --- | --- |
| 12 | CS(=O)(=O)N1CCN(c2nc(-c3ccccc3)cs2)CC1 | -2.3% | -10% | -10% | -14% |
| 13 | Cn1c(=O)c2c(SCC(=O)NCc3ccco3)nc(-c3ccccc3F)nc2n(C)c1=O | 0.7% | -14% | 4%[10.9 µM] | -3% |
| 14 | CS(=O)(=O)N(CC(=O)N1CCC(C(N)=O)CC1)C1CCCCC1 | 2.2% | -3% | 14% | 0% |

Other records follow.
Below each SMILES – IkB sig inh	p53ts 39C tox	Imprint erasure	p53ts 32C tox
31) CCCCCCSc1nc(N)c2c3c(sc2n1)CCCC3C (stereo unspecified)
  -2.9%	-17%	-9%[10.9 µM]	-2%
32) NC(=O)C1CCN(c2nc(C3CC3)nc3c2nnn3Cc2ccccc2)CC1
  -0.9%	4%	-4%	10%
33) CC(=O)c1ccc(NC(=O)CCSc2nc(-c3ccco3)cc(C(F)(F)F)n2)cc1
  -1.1%	-12%	-20%[10.9 µM]	-9%
34) COC(=O)[C@@]1(Cc2ccc(OC)cc2)[C@H]2c3cc(C(=O)N(C)C)n(Cc4ccccc4)c3C[C@H]2CN1C(=O)c1ccccc1
  /	24%	-11%	34%[activator]
35) CCOC(=O)c1ccccc1NC(=O)CSc1ncc(C(=O)OCC)c(N)n1
  -0.7%	-2%	/	-3%
36) CC(C)CCN(C(=O)Nc1ccc(Cl)c(Cl)c1)C1CCN(C(C)C)CC1
  ?	?	-17%[10.9 µM]	-9%
37) COCCn1nnnc1C(c1ccc(Cl)cc1)N1CCSCC1 (stereo unspecified)
  0.6%	0%	-10%	-18%
38) CCOc1ccc(NC(=O)Nc2nnc(N3CCCCC3C)s2)cc1 (stereo unspecified)
  ?	-12%	-7%[10.9 µM]	-11%
39) O=C(NCc1cccs1)c1csc2ccccc12
  0.0%	-4%	-25%	-7%
40) O=c1cc(-c2ccc(Cl)cc2)[nH][nH]1
  ?	5%	-3%	8%
41) COC(=O)c1c(SCC(=O)Nc2cccc(Cl)c2C)[nH]c2ccccc2c1=O
  ?	?	1%[10.9 µM]	0%
42) Cc1ccc(Cn2cc(CCC(=O)NC3CCC(C)CC3)c3ccccc32)cc1 (stereo unspecified)
  ?	-15%	-18%[10.9 µM]	20%
43) COc1ccc(NC(=O)c2cnc3cc(C)ccn3c2=O)c(OC)c1
  -0.8%	7%	15%[10.9 µM]	11%
44) COCCCNC(=O)c1ccc(Cn2c(=O)c3ccccc3n(Cc3ccc(Cl)cc3)c2=O)cc1
  0.9%	-26%	16%[10.9 µM]	-4%
45) COc1ccccc1N1CCN(S(=O)(=O)c2cc(C(=O)Nc3ccc(Oc4ccccc4)cc3)ccc2F)CC1
  ?	-16%	-21%[10.9 µM]	-7%
46) CCOC(=O)CCc1c(C)nc2cc(-c3cc(OC)cc(OC)c3)[nH]n2c1=O
  ?	13%	-14%[10.9 µM]	5%
47) CCc1nnc(NC(=O)C2CCCCC2)s1
  1.8%	6%	-2%	5%
48) CCOC(=O)C(NC(=O)CC)(Nc1cc(C)on1)C(F)(F)F (stereo unspecified)
  -0.3%	-3%	-8%	7%
49) COc1ccc(OC)c(CN2C(=O)c3ccccc3C2C(=O)NCc2cccnc2)c1 (stereo unspecified)
  -1.9%	16%	-10%	3%
50) Nc1cc(-c2ccccc2)ccc1O
  1.9%	-27%	-10%	-7%
51) Cc1ccc(C(=O)C2COC(=O)C2)cc1 (stereo unspecified)
  -2.5%	-3%	-6%	2%
52) O=C(O)c1ccc(OCc2ccccc2)c(Cl)c1
  -0.6%[11.4 µM]	5%[9.22 µM]	-39%[inhibitor][10.9 µM]	0%[9.22 µM]
53) CCCn1c(SCC(=O)NCCc2ccccc2)nnc1-c1ccco1
  /	11%	/	12%
54) CCn1c(CNC(=O)c2ccc(OC)cc2)nnc1SCC(=O)Nc1ccc(OC)cc1
  0.7%	-8%	-11%[10.9 µM]	0%
55) CCc1ccc(NC(=O)C(=O)NCC(c2cccnc2)N2CCOCC2)cc1 (stereo unspecified)
  ?	?	-14%[10.9 µM]	?
56) COC(=O)c1cccc(N(C(=O)c2ccco2)C(C(=O)NC2CCCC2)c2ccco2)c1 (stereo unspecified)
  /	38%[activator]	/	2%
57) N#Cc1cccc(NC(=O)CCNS(=O)(=O)c2ccc3c(c2)CCN3C(=O)C2CC2)c1
  1.1%	-2%	14%[10.9 µM]	20%
58) Cn1c(=O)[nH]c(=O)c2c1nc(NCCCn1ccnc1)n2Cc1cccc(Br)c1
  -1.9%	13%	-12%	17%
59) COc1ccc(-n2c(Cn3c(=O)sc4ccccc43)nnc2SC)cc1
  -1.0%	1%	-9%	12%
60) CCOc1ccc(NS(=O)(=O)c2ccc3c(c2)NC(=O)CCS3)cc1
  ?	-5%	-15%[10.9 µM]	5%
61) CN(c1ccccc1)c1nc(-n2ccnc2)nc(-n2ccnc2)n1
  -1.8%	9%	-7%	6%
62) Cn1c(=O)[nH]c(=O)c2c1nc(Br)n2CC(O)c1ccccc1 (stereo unspecified)
  1.7%	7%	-7%	-6%
63) COc1cc(C2C(C(=O)OC(C)C)=C(C)Nc3ncnn32)cc(OC)c1OC (stereo unspecified)
  -2.1%	-4%	-6%	1%
64) O=C(CN1CCCN(S(=O)(=O)c2ccc(Br)cc2)CC1)Nc1ccc2cn[nH]c2c1
  ?	-3%	-15%	-1%
65) COC(=O)c1cc(NC(=O)[C@H](CCS(C)(=O)=O)N2Cc3ccccc3C2=O)cc(C(=O)OC)c1
  0.0%	-12%	23%[10.9 µM]	15%
66) O=C(NCC1CC1)[C@@H]1C[C@H]1[C@@H](NP(=O)(c1ccccc1)c1ccccc1)c1ccccc1
  /	3%	-9%	6%
67) COc1ccc(C(c2c(O)cc(C)n(Cc3ccco3)c2=O)N2CCN(c3ccccc3)CC2)cc1 (stereo unspecified)
  ?	19%	-13%[10.9 µM]	5%
68) O=C(NCc1ccc(Cl)cc1)c1ccc2c(c1)nnn2C1CCCC1
  -3.4%	-3%	-11%[10.9 µM]	1%
69) CCC(C)(C(=O)NC1CCCC1)N(CC1CCCO1)C(=O)c1ccc2c(c1)OCO2 (stereo unspecified)
  -0.4%	-13%	-9%	-2%
70) CS(=O)(=O)N(CCc1ccccc1)CC(=O)N1CCN(Cc2ccccc2)CC1
  2.5%	7%	-8%	-5%
71) Cn1cc(/C=N/n2cnc3scc(-c4ccccc4)c3c2=O)c2ccccc21
  -1.4%	8%	-17%	16%
72) CC(=O)Nc1c(O)nc(SCC(=O)Nc2ccc(C(C)=O)cc2)[nH]c1=O
  -1.9%	5%	-17%	-1%
73) CN(CC(=O)Nc1ccc(Cl)cc1)CC(=O)Nc1cc(Cl)ccc1C#N
  ?	-8%	-14%	-13%
74) CC(=O)Nn1c(-c2ccccc2)cc2ccccc21
  0.5%	0%	-11%	10%
75) Cc1cccc(N2CCN(C(=O)c3ccc(NS(=O)(=O)c4c(C)noc4C)cc3)CC2)c1C
  ?	3%	-12%	30%
76) COc1ccc(CCNC(=O)c2cn(C)c3ccc(S(=O)(=O)N(C)C4CCCCC4)cc3c2=O)cc1OC
  -4.5%	11%	-12%[10.9 µM]	1%
77) CCS(=O)(=O)N1CCCC(C(=O)NCCCN(C)Cc2ccccc2)C1 (stereo unspecified)
  -1.4%	1%	-8%	-7%
78) Cc1cc(NC(=O)CSc2nc(-c3ccccc3C)nc3c2c(=O)n(C)c(=O)n3C)no1
  0.5%	10%	10%[10.9 µM]	10%
79) Cc1c2cnn(CC(=O)NCc3ccc(Cl)cc3)c(=O)c2c(C)n1Cc1ccc(F)cc1
  ?	?	5%[10.9 µM]	-14%
80) COc1cc(CN(C(=O)c2cc3ccccc3oc2=O)C2CCS(=O)(=O)C2)cc(OC)c1OC (stereo unspecified)
  -0.1%	0%	-15%[10.9 µM]	-7%

Screening data: PubChem, National Center for Advancing Translational Sciences (NCATS)

This is a random part of the collection; 1.7% or so of the library scored in one or more.
